High-throughput results (PubChem)
Mac1 fbg inh: inhibitors of CD11b/CD18 adhesion to fibrinogen, primary screen, K562 cells, luminescence. ATPlite luminescence; Mn2+ added to activate the integrin. hit rate 0.54% among 93,000. Integrin beta-2 (Homo sapiens) + Integrin alpha-M (Homo sapiens), P05107+P11215. inhibition, % at 10 µM. AID 1497, 2009;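 active means primary inhibition of 50% or more at 10 µM, then 40% or more on retest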; further: some results filed as inactive read as strong as hits
ERb SRC1 inh: inhibitors of ERβ-SRC1 coactivator interaction, primary screen, biochemical, TR-FRET, ERβ LBD, SRC-1 peptide; Estrogen receptor beta (Homo sapiens), Q92731; TR-FRET ER-beta LBD / SRC1-Cy5 peptide binding; receptor agonist-loaded with 1 µM estradiol; inhibition, % at 25.6 µM; hit rate 1.3% among 86,000;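 active means compounds whose percent inhibition of the receptor-coactivator binding signal exceeds about 50% in the single-dose screen, limit read from the data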;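 further: 0% = receptor plus peptide wells without compound and 100% = peptide-only wells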
Target sequence (Q92731 whole entry, looked up, the tested form may be a part): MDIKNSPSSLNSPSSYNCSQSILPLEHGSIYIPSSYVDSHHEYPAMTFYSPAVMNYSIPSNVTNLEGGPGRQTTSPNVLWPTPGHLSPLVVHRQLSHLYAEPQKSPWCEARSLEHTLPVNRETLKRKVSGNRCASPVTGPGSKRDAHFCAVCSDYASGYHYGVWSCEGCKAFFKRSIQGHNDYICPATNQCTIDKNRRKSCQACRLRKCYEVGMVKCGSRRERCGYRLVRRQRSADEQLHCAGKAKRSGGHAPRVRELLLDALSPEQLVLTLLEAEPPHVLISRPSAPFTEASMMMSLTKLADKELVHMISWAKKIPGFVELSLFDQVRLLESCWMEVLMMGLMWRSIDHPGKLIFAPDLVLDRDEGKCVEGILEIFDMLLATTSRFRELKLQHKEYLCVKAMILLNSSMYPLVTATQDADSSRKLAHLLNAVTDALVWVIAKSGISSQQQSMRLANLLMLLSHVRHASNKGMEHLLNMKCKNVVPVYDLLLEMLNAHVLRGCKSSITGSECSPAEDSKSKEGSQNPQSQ
MT1-MMP txn act: MT1-MMP promoter reporter activation – cell-based, luciferase luminescence, primary screen; HT1080 MT1-MMP promoter luciferase reporter, overnight; active compounds read high; activation factor at 10 µM; hit rate 0.16% among 86,000; AID 750, 2007;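 active means activation factor of at least 2 for MT1-MMP transcription at 10 µM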
CD11b adhes enh: enhancers of CD11b/CD18 adhesion to fibrinogen, primary screen, K562 cells, luminescence; AID 1499, 2009; activation, % at 10 µM; ATPlite luminescence; hit rate 0.07% among 93,000;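 active means 10 µM primary screen giving 50% or more activity, confirmed by 40% or more on retest at that dose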; further: strong numbers were not always called active; reference of the scale not given here
E coli WT exp: growth inhibitors of wild-type E. coli, primary screen, strain BW25113, expanded library, OD600; OD600 absorbance; growth inhibition, % at 100 µM; hit rate 0.15% among 98,000; AID 710, 2007;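 active means growth inhibition above about 50% at one test dose, limit read from the data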;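 further: growth measured after 20 h incubation at 37 °C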
ERa SRC1 pot: enhancers of ERα–SRC-1 coactivator binding, primary screen, biochemical, TR-FRET, ERα LBD, low estradiol. Estrogen receptor (Homo sapiens), P03372. TR-FRET ERalpha-LBD/SRC-Cy5 coactivator binding, 2 h; 100 = basal binding, no effect. coactivator binding (% of control), % at 25.6 µM. hit rate 1.3% among 86,000. AID 639, 2007; in the data active means activity above about 200%;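 further: binding measured in presence of low estradiol as agonist stimulus; 0% = peptide alone without receptor and 100% = receptor with peptide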
Target sequence (P03372 whole entry, looked up, the tested form may be a part): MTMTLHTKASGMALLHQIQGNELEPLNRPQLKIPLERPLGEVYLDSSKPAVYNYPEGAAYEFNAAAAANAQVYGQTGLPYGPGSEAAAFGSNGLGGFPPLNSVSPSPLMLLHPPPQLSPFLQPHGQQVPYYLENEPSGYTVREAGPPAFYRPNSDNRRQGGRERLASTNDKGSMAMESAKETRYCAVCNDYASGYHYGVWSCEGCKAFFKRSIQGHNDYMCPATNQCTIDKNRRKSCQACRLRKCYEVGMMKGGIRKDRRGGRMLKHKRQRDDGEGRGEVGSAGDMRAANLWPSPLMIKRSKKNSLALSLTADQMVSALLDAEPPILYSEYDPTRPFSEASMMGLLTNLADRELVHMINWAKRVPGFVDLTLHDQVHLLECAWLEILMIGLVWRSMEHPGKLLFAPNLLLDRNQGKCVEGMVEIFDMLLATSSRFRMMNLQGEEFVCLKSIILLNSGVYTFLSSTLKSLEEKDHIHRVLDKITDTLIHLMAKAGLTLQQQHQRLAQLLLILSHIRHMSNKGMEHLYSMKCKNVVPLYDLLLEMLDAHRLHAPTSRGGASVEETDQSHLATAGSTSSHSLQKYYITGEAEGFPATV
FAK blocker: FAK kinase inhibitors, primary screen, biochemical | Focal adhesion kinase 1 (Homo sapiens), Q05397 | biochemical FAK kinase activity assay | inhibition, %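 (tested at 7 µM)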 | hit rate 0.84% among 97,000 | AID 727, 2007; in the data active means inhibition above about 19%;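 further: 0% = DMSO and 100% = reference compound high control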
ERa SRC1 inh: ERα–SRC-1 coactivator interaction inhibitors, primary screen, biochemical, TR-FRET, ERα LBD, estradiol-bound; inhibition, % at 25.6 µM; TR-FRET ER-alpha LBD / SRC-1 peptide; hit rate 1.7% among 86,000; Estrogen receptor (Homo sapiens), P03372; in the data active means inhibition above about 50%;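 further: 0% = receptor plus peptide control and 100% = peptide only without receptor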
PLAP act: PLAP enzyme activators, biochemical, luminescence, HTS | Alkaline phosphatase, placental type (Homo sapiens), P05187 | purified PLAP enzyme, luminescent substrate read-out; active compounds read high | activation fold at 20 µM | hit rate 1.2% among 96,000 | AID 696, 2007; in the data active means activation fold above about 2
Starred values were filed as active, the others as inactive; . = not tested or not shown; [ ] = another dose, or the depositor's remark. Hits appear at their usual frequency; any-hit rate near 5.1%.

SMILES	Mac1 fbg inh	ERb SRC1 inh	MT1-MMP txn act	CD11b adhes enh	E coli WT exp	ERa SRC1 pot	FAK blocker	ERa SRC1 inh	PLAP act
COC(=O)C1=C(C)N=C2SCCC(=O)N2C1c1cccs1 (stereo unspecified)	-3.7	.	1.1	-2.6	6.0	.	-3.9	.	0.9
CCCOc1ccc(/C(O)=C2/C(=O)C(=O)N(CCCn3ccnc3)C2c2ccco2)cc1 (stereo unspecified)	.	-20.8	1.2	.	0.0	106.8	0.2	-13.8	1.4
Cc1cc(C)cc(OCC(=O)N2N=C(C(F)(F)F)CC2(O)C(C)(C)C)c1 (stereo unspecified)	.	-8.5	1.2	.	.	103.0	1.5	-15.2	.
C#CCn1c(=NC(=O)c2ccc(Cl)s2)sc2cccc(OC)c21	-6.1	-0.7[fluorescence artefact?]	.	42.1	-11.0	150.1[fluorescence artefact?]	-10.9	18.9[fluorescence artefact?]	1
CCn1c(=N)c(C(=O)NC)cc2c(=O)n3cccc(C)c3nc21	2.8	-4.0	1.2	0.7	.	100.7	.	-7.2	0.8
NC(=O)C1(N2CCCCC2)CCN(Cc2ccc(F)cc2)CC1	-21.4	4.1[fluorescence artefact?]	1	-1.2	-2.0	109.5	0.4	3.4[fluorescence artefact?]	0.9
Cc1ccc(F)cc1NC(=O)c1c(-c2ccccc2)noc1C	-0.2	-13.5[fluorescence artefact?]	1	3.4	0.0	117.6	6.7	-2.8	0.8
CCCC(=O)NC(C)c1nc2ccccc2n1C (stereo unspecified)	-8.8	-4.9	1.2	-3.9	0.0	125.2	-2.5	-2.2	1.1
Cn1c(Cc2ccccc2)nnc1SCC(=O)c1cccs1	-27.1	-6.7	1.2	0.7	6.0	90.6	0.9	57.2*	1.1
CC1Cc2ccccc2N1C(=O)CSc1nnc(Cc2ccccc2)n1CCc1ccccc1 (stereo unspecified)	9.8	.	.	0.8	-20.0	.	2.3	.	.
CCC1Oc2ccccc2N(CC(=O)NCCCN2CCC(C)CC2)C1=O (stereo unspecified)	.	-33.2	1.1	.	8.0	122.2	.	-50.8	1.6
Fc1ccccc1CSc1nnc(-c2ccccc2)o1	8.9	-2.6	0.9	-1.6	9.0	138.7[fluorescence artefact?]	0.4	-6.2[fluorescence artefact?]	1.1
O=C(Nn1cnnc1)C(c1ccccc1)c1ccccc1	-4.5	1.1	1	-4.8	0.0	104.9	-3.2	-7.0	0.9
CNC(=O)c1nn(-c2ccc(Cl)cc2)ccc1=O	9.1	.	.	-0.8	2.0	.	-0.9	.	1
CC1=CC(C#N)(C#N)C(C#N)(C#N)C(c2ccccc2)N1 (stereo unspecified)	4.2	24.6	1.1	0.4	-1.0	83.5	4.3	17.0	1.6
Cc1ccc(C)c(N2CCN(C(c3ccncc3)c3nnnn3Cc3ccccc3)CC2)c1 (stereo unspecified)	8.6	-0.3	1.2	-2.4	3.0	109.0	0.2	-5.6	1.7
CCc1nnc(NC(=O)C2CCCN(c3nc4ccccc4s3)C2)s1 (stereo unspecified)	-7.5	-3.4	1.3	2.1	-2.0	108.9	2.9	11.6[fluorescence artefact?]	1
C=CCN1C(=O)/C(=C\c2ccc(C)cc2)N=C1SCC(=O)NCCC	8.0	.	.	-4.4	1.0	.	0.4	.	0.8
O=C1C(O)CC2c3ccccc3CC3(CCCC3)N12 (stereo unspecified)	-7.1	-6.6[fluorescence artefact?]	1.1	-0.4	2.0	235.2*	0.9	-7.7	1.1
CCC(=O)Nc1cc(NC(=O)CSc2ncc(-c3ccc(F)cc3)n2Cc2ccco2)ccc1C	-0.3	4.3	2.1*	0.0	-3.0	102.4	-3.7	9.7	1.7
Cc1ccc2c(c1)nnn2C1CCN(CC(=O)N2c3ccccc3CC2C)CC1 (stereo unspecified)	.	-10.4	1.2	.	12.0	107.6	-1.6	-3.2	1.5
O=C(Cn1c(=O)n(Cc2ccco2)c(=O)c2c3c(sc21)CCCC3)Nc1ccccc1	-14.5	-11.5	1.2	52.7	0.0	106.8	0.6	-9.2	1.6
CCn1c(SCc2ccc(C(=O)OC)o2)nnc1-c1c[nH]c2ccccc12	1.4	-0.1	1	-0.6	-2.0	98.8[fluorescence artefact?]	0.2	2.8	1.4
O=C(c1ccco1)N1CCN(C(=O)c2cc3c(=O)oc4ccccc4c3s2)CC1	-0.6	-11.2	1	-4.5	3.0	108.6	-1.7	-4.2	1
O=C(Nc1cc(C(F)(F)F)ccc1N1CCCCC1)c1ccc(Br)o1	5.4	-2.4	1.1	8.2	-1.0	110.5	10.2	-4.5	0.9

The closing four compounds of the part above lead into the next:
SMILES	Mac1 fbg inh	ERb SRC1 inh	MT1-MMP txn act	CD11b adhes enh	E coli WT exp	ERa SRC1 pot	FAK blocker	ERa SRC1 inh	PLAP act
O=C(Cn1c(=O)n(Cc2ccco2)c(=O)c2c3c(sc21)CCCC3)Nc1ccccc1	-14.5	-11.5	1.2	52.7	0.0	106.8	0.6	-9.2	1.6
CCn1c(SCc2ccc(C(=O)OC)o2)nnc1-c1c[nH]c2ccccc12	1.4	-0.1	1	-0.6	-2.0	98.8[fluorescence artefact?]	0.2	2.8	1.4
O=C(c1ccco1)N1CCN(C(=O)c2cc3c(=O)oc4ccccc4c3s2)CC1	-0.6	-11.2	1	-4.5	3.0	108.6	-1.7	-4.2	1
O=C(Nc1cc(C(F)(F)F)ccc1N1CCCCC1)c1ccc(Br)o1	5.4	-2.4	1.1	8.2	-1.0	110.5	10.2	-4.5	0.9
Cc1nnc2ccc(N3CCN(c4cccc(C(F)(F)F)c4)CC3)nn12	2.4	-4.6	1.1	-5.3	2.0	95.0	.	0.6	1.4
Cc1ccc2[nH]c(=O)c3cc(C(=O)N4CCN(C(=O)c5ccco5)CC4)sc3c2c1	7.6	8.9	1	-5.9	-4.0	89.4[fluorescence artefact?]	14.7	10.6	1.4
O=C1C2C(C(=O)N1CC1CCCO1)C1C=CC2C12CC2 (stereo unspecified)	-3.3	-5.5	.	-4.0	4.0	123.9	-2.0	-5.4	0.9
CCOC(=O)c1ccc(NC(=O)CSc2nccn2C)cc1	-5.4	-5.7	1.2	-2.0	7.0	100.7	-9.0	-1.3	1.1
CCCCNC(=O)C1CCCN1C(=O)NC1CCCCC1 (stereo unspecified)	.	-3.0	1.3	.	.	86.1	-0.7	-3.7[fluorescence artefact?]	.
CCOC(=O)c1sc2nc(N3CCOCC3)c3c(c2c1N)CCCC3	11.7	15.1	1	0.6	-4.0	123.3	5.8	7.4[fluorescence artefact?]	1.2
CCOC(=O)CSC1=NC(=O)/C(=C\c2ccc(Cl)cc2)S1	18.6	.	.	-6.8	-10.0	.	0.5	.	1
COCCNC(C(=O)Nc1cc(Cl)cc(Cl)c1)c1ccccc1 (stereo unspecified)	3.7	.	.	1.4	10.0	.	6.1	.	1.4
CCOc1ccc(Cn2ccnc2CCl)cc1[N+](=O)[O-]	-7.5	.	.	-4.7	11.0	.	-1.8	.	1
CC(C)Oc1cccc(C(=O)NC(=S)Nc2ccc(Cl)c(C(=O)O)c2)c1	-12.0	.	.	1.5	7.0	.	-2.8	.	1.1
COc1ccc(C(=O)Nc2cccc(-c3nc4ncccc4o3)c2C)cc1OC	-32.1	3.3	1.1	10.6	-5.0	104.0	1.4	3.3	1
Cc1ccccc1NC(=O)CCN1CCCCCC1	.	-1.7	1.1	.	.	115.1	1.1	4.8	.
Cc1ccc(NC(=O)CCN2CCc3ccccc3C2)cc1	-6.9	-2.0	1.4	-1.4	9.0	114.1[fluorescence artefact?]	1.6	-3.6	0.9
O=C(Nc1cccc2ccccc12)N1CCc2ccccc2C1	.	-18.6	1.3	.	.	103.3	2.8	-20.8	.
O=C1NC2(Nc3ccccc31)C(=O)Nc1ccccc12 (stereo unspecified)	.	-4.0[fluorescence artefact?]	1.4	.	-6.0	76.9[fluorescence artefact?]	-0.4	-0.4	1.3
C=CCn1c(=O)c2ccccc2n2c(SCc3csc(-c4ccccc4)n3)nnc12	-3.9	-0.3	1.1	0.8	-5.0	174.1	.	0.5	1
N#Cc1sc2nc(N3CCCCC3)c3c(c2c1N)CCCC3	.	-0.3	1.1	.	.	77.3[fluorescence artefact?]	1.3	9.0[fluorescence artefact?]	.
COCCN1Cc2cccc(C(=O)Nc3cc(OC)ccc3OC)c2C1=O	-9.0	8.4	1.3	1.4	1.0	98.2	.	-13.1	1.1
CS(=O)(=O)N(Cc1ccccc1)c1ccc(C(=O)Nc2cccnc2)cc1	.	0.2	1.2	.	.	108.3	1.4	21.1	.
Cc1cccc(N2CCN(C(=O)Cc3ccc(Br)cc3)CC2)c1C	41.4	-1.3	1.2	-6.8	-5.0	94.9	2.0	12.5	0.9
COc1cc(C2NC(=O)C(C#N)=C(S)N2c2ccccc2)ccc1OC(C)C (stereo unspecified)	.	0.1	1	.	.	99.8	1.9	1.8	.
CN(C)c1nc(OCCOC(=O)COc2ccc(Cl)cc2Cl)nc(N(C)C)n1	1.9	-4.2	1	0.5	-15.0	82.2	.	-5.5	1.2
c1ccc(-c2oc3ncnc(N4CCOCC4)c3c2-c2ccccc2)cc1	-16.8	29.7[fluorescence artefact?]	1.1	0.3	-6.0	190.1[fluorescence artefact?]	4.8	7.1[fluorescence artefact?]	0.9
CC(C)CCNC(=O)C(c1ccco1)N(CC1CCCO1)C(=O)Cn1nnc2ccccc21 (stereo unspecified)	.	10.4	1	.	-16.0	108.3	-2.1	-4.7	.
CC(c1ccco1)N(C(=O)c1ccc(C#N)cc1)c1ccccn1 (stereo unspecified)	-10.8	.	.	-3.0	-2.0	.	-1.5	.	0.8
SMILES	Mac1 fbg inh	ERb SRC1 inh	MT1-MMP txn act	CD11b adhes enh	E coli WT exp	ERa SRC1 pot	FAK blocker	ERa SRC1 inh	PLAP act
N#Cc1c(N)nc2c(c1-c1ccc3c(c1)OCO3)CCCCCC2	-7.7	-11.5	1	-4.2	-14.0	108.8	.	-7.1	0.7
CC1=CS(=O)(=O)CC1Sc1nc2ccccc2[nH]1 (stereo unspecified)	14.7	3.8	1.1	-0.8	6.0	95.9	0.0	2.4	1.1
O=S(=O)(N/N=C1/CCCc2ccccc21)c1ccc(Br)cc1	.	4.6	1.2	.	.	92.5	1.0	-3.3	.
O=C(NCC1CCS(=O)(=O)C1)Oc1ccccc1 (stereo unspecified)	3.3	-3.8	1.2	-0.7	-23.0	133.4	-9.6	-4.0	1
O=S1CCCSC1c1cccnc1 (stereo unspecified)	-22.7	-4.2	1.2	1.8	-3.0	104.1[fluorescence artefact?]	-4.3	-1.5	0.8
CCCCN(C(=O)NC(=O)Nc1cccc(C)c1C)S(C)(=O)=O	-10.6	-5.3[fluorescence artefact?]	1.1	-1.3	7.0	110.7	7.5	-0.3	0.8
Cc1ccc(C(C(=O)NC2CCCCC2)N2CCN(C(=O)c3ccco3)CC2)cc1 (stereo unspecified)	.	-5.2	1.1	.	10.0	99.6	-0.3	-1.9	1.4

3 entries from above, sorted by formula weight, highest first:
SMILES	Mac1 fbg inh	ERb SRC1 inh	MT1-MMP txn act	CD11b adhes enh	E coli WT exp	ERa SRC1 pot	FAK blocker	ERa SRC1 inh	PLAP act
Cc1ccc(C(C(=O)NC2CCCCC2)N2CCN(C(=O)c3ccco3)CC2)cc1 (stereo unspecified)	.	-5.2	1.1	.	10.0	99.6	-0.3	-1.9	1.4
O=S(=O)(N/N=C1/CCCc2ccccc21)c1ccc(Br)cc1	.	4.6	1.2	.	.	92.5	1.0	-3.3	.
CCCCN(C(=O)NC(=O)Nc1cccc(C)c1C)S(C)(=O)=O	-10.6	-5.3[fluorescence artefact?]	1.1	-1.3	7.0	110.7	7.5	-0.3	0.8
